EPAC1 antag: blocks human EPAC1 exchange factor | O95398 | EPAC1 GEF assay, Rap1b-BODIPY-GDP exchange fluorescence | Potency, µM (series often up to 115 µM), without a hit: top-dose activity change, negative = inhibition, hits mostly inhibitors | 0.14% of 360,000 active;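 note: potency is the fitted concentration of half-maximal effect; plate controls were vehicle for no effect and positive control for full effect; nearly all actives have a fitted effect of over 50% in size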
EPAC1 ag: activates human EPAC1 exchange factor | EPAC1 agonist qHTS, biochemical assay; response scale: 100% = response to 6.5 mM cAMP | Potency, µM (series often up to 154 µM), inactives show top-dose activation, most hits filed as activators | 0.073% of 360,000 active | AID 720707; note: potency is the fitted concentration of half-maximal effect; nearly all actives have a fitted effect of over 60% in size
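Nucleotide exchange assay: 100 nM EPAC1 with 250 nM Rap1B loaded with BODIPY-GDP and 50 uM GDP, room temperature. Fluorescence (480/540 nm) read every 5 min for 30 min; signal change normalized to 6.5 mM cAMP as full agonist.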
PLK1 PBD block: PLK1 (human) polo-box domain binding inhibition | P53350 | Potency, µM, inactives show max response, negative = inhibition, usual class: inhibitors | Plk1 PBD binding of FITC phosphopeptide, fluorescence polarization | 2.8% of 360,000 active | AID 720504; note: potency is the fitted concentration of half-maximal effect; series mostly up to about 57 µM; % is set by controls: 0 for no effect and ±100 for the full control effect; nearly all actives have a fitted effect of over 65% in size
Abeta yeast res: restores growth of yeast expressing A-beta42 peptide | Potency, µM (series often up to 46.1 µM), without a hit: at the highest dose growth rescue, hits mostly activators | yeast expressing A-beta42, growth rescue, OD600, 48 h; response scale: 0% DMSO, 100% iron-clioquinol control | AID 1347071 | 0.063% of 410,000 active; note: potency is the fitted concentration of half-maximal effect; nearly all actives have a fitted effect of over 55% in size
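Yeast A-beta toxicity model in growth medium with pinned compounds, 48 h at 30 C; growth read as absorbance at 600 nm. Normalized to FeCl3/clioquinol equimolar mix (positive) and DMSO (negative).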
aSyn rescue: alpha-synuclein toxicity inhibition in yeast; Yeast expressing alpha-synuclein, growth rescue, BacTiter-Glo, 24 h; Potency, µM (series often up to 46.1 µM), for inactives: at the top dose growth rescue (activation), usual class: activators; 0.14% of 370,000 active; AID 652106; note: potency is the fitted concentration of half-maximal effect; % of control where 0% means no effect; nearly all actives have a fitted effect of over 65% in size
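Readout is rescue of growth in alpha-synuclein-expressing yeast, so inhibitors of toxicity appear as activators. Growth after 24 hr at 30 deg C in galactose medium is quantified by luminescence.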
PI5P4K alpha inh: PI5P4K alpha (human) kinase inhibition; P48426; PI5P4Kalpha enzyme, ADP-Glo luminescence, 60 min; stronger effect = lower value; max response, %; 1.2% of 330,000 active; active = max response of -50% or lower; inconclusive = between -30% and -50%; inactive = -30% or higher; note: value at the top dose of about 77 µM; % is set by controls: 0 for no effect and ±100 for the full control effect
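Single end-point luminescence (ADP-Glo) quantified ADP from PI5P4Kalpha turnover; ATP 5 microM final, 1 h at RT, 0.1% CHAPS and 0.28 mM EGTA in HEPES pH 7.4.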
IL-2 act: activators of IL-2. IL-2 activation reporter assay, cell-based qHTS; stimulated with anti-CD3/CD4/CD28 beads; in transgenic mouse T cells. activation, % (series mostly up to about 46 µM). 0.065% of 360,000 active; in the data active = activation above about 50%; inconclusive = mostly about 30% to 49%; note: 0% is about no effect
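EGFP and DsRed fluorescence is measured by plate cytometry in unstimulated transgenic mouse T cells exposed to compound for 60 minutes, then stimulated 18 hours at 37 degrees C with anti-CD3/anti-CD4 beads plus anti-CD28.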
FUS yeast rescue: rescues growth of FUS-expressing yeast; Potency, µM (series often up to 76.6 µM), for the others: at the top dose growth rescue (activation), most hits filed as activators; S. cerevisiae FUS-expressing, growth rescue, OD600, 24 h; AID 1347120; 0.24% of 390,000 active;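 note: potency is the fitted concentration of half-maximal effect; plate controls were DMSO vehicle for no effect and reference control for full effect; nearly all actives have a fitted effect of over 55% in size; some results filed as inactive show a strong effect at the top dose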
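FUS-expressing yeast, raffinose-pregrown, induced in 2% galactose minimal medium at OD 0.005; compounds in a dilution series, 24hr at 30C. Growth restoration read as absorbance at 600 nm. CP55940 positive control, DMSO negative.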
WRN inhibitor: blocks human WRN helicase; WRN helicase unwinding, fluorescent forked duplex, kinetic; 0.46% of 360,000 active; Q14191; Potency, µM (titrated, usually from 114 µM), inactives show at the top dose activity change, negative = inhibition, usual class: inhibitors; note: potency is the fitted concentration of half-maximal effect; % is set by controls: 0 for no effect and ±100 for the full control effect; nearly all actives have a fitted effect of over 55% in size
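Fluorescence dequenching readout, ex 525 nm/em 598 nm, kinetic mode: forked duplex DNA (100 nM final) with adjacent fluorophore and quencher unwound by WRN (20 nM final) with 2 mM ATP. Compound preincubation 15 min, room temperature.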
Starred values were filed as active, the others as inactive; ? = inconclusive; . = no result given; & = joins results of further samples; [ ] = another dose, or the depositor's remark. Unless noted, calls come from the whole dose curve; as a rule, active = well fitted curve in the direction sought with a large enough effect; inconclusive = small, poorly fitted or top-dose-only effect, or another doubt; inactive = no such curve, though single readings can be large; an effect the other way counts as inactive or inconclusive. Outcome played no part in choosing rows; overall some 4.1% were active at least once.

SMILES	EPAC1 antag	EPAC1 ag	PLK1 PBD block	Abeta yeast res	aSyn rescue	PI5P4K alpha inh	IL-2 act	FUS yeast rescue	WRN inhibitor
CCC(C)NC(=O)c1c(-c2cc(Cl)c(OC)c(Cl)c2)noc1C (stereo not given)	-7%	-10%	-4%	-11%	-20%	4	-1.4	-14%	-2%
CN(CC(=O)N1CCN(c2cccc(Cl)c2)CC1)S(=O)(=O)c1cnc[nH]1	4%	-2%	0%	1%	2%	3	0.1	.	-1%
O=C(Nc1ccccc1)Nc1n[nH]c2nnc(-c3ccccc3)c(-c3ccccc3)c12	-27%	-23%	-9%	0%	-4%	-8	-0.1	30%	-3%
Cn1c(=O)c2c(SCC(=O)NCC3CCCO3)nc(-c3ccccc3Cl)nc2n(C)c1=O (stereo not given)	-8%	-1%	-7%	10%	0%	2	-2.8	13%	-33%
O=C(COC(=O)c1cc[n+]([O-])cc1)Nc1ccc(Cl)cc1C(F)(F)F	-7%	3%	2%	3%	3%	-3	1.1	-8%	6%
CN(C)C(=O)C(=O)c1c(-c2ccccc2)cc2ccccn12	5%	7%	0%	5%	0%	2	0.3	3%	-8%
COCC(C)NC(=O)c1cccc(Cl)c1 (stereo not given)	-7%	0%	-28%	16%	4%	4	-0.2	-23%	0%
CCOc1ccccc1-c1nc(CN2CCCC2c2nccs2)c(C)o1 (stereo not given)	-3%	2%	-11%	-19%	-6%	-8	0.0	40%	-6%
CCN(CC(=O)NCc1cccs1)C(=O)C(c1ccccc1)c1ccccc1	6%	9%	-9%	14%	0%	2	-0.1	18%	-19%
COc1cc(NC(=O)c2cc(-c3cccc(O)c3)on2)cc(OC)c1OC	-17%	-14%	4%	7%	0%	-8	-2.6	-2%	-1%
COc1ccc(C(=O)c2c[nH]c(C(=O)NCC3CCCO3)c2)cc1 (stereo not given)	2%	3%	-4%	-5%[9.22 µM]	0%	-1	-4.3	-12%	-15%
COc1ccc(C(=O)NC2CCCCC2)cc1S(=O)(=O)N1CCOCC1	-2%	5%	-11%	-4%	-7%	-1	0.5	20%	-9%
COc1ccc(Br)cc1CN(C)CC(=O)Nc1c(Cl)cccc1Cl	-12%	14%	-6%	-1%	11%	9	-2.5	2%	-10%
COc1ccc(/C=C2\SC(=O)N(CCNC(=O)C3CCN(S(=O)(=O)c4cccs4)CC3)C2=O)cc1	0%	0%	-6%	-7%	0%	-4	-1.8	.	0%
O=C(CSCc1cccc(Cl)c1)OCc1nc2ccsc2c(=O)[nH]1	-21%	1%	-18%	-6%	-1%	2	0.0	3%	-2%
COc1ccc(NC(=O)c2cc(-c3cc(F)ccc3OC(C)C)n[nH]2)c(OC)c1	2%	1%	5%	-27%	1%	25	-0.6	34%	-2%
CSc1cccc(NC(=O)CCNS(=O)(=O)c2ccc3[nH]c(=O)oc3c2)c1	?	10%	-12%	1%	-9%	2	-2.7	19%	-14%
O=C(COc1ccc(Cl)cc1)NCc1ccncc1	0%	10%	1%	4%	-9%	0	-1.1	4%	4%
CC(=O)Nc1nnc(Cc2c[nH]c3ccccc23)s1	-16%	-1%	-17%	19%	4%	-12	-0.7	9%	-3%
CCN(CC)CCCNC(=O)c1cn(C)c2ccc(S(=O)(=O)N(C)C3CCCCC3)cc2c1=O	1%	-2%	-15%	2%&-5%	0%	6	-3.4	19%&12%	-1%
Cc1ccccc1NC(=O)Cc1cccc(C(F)(F)F)c1	-20%	-2%	-14%	6%	-3%	-6	3.0	3%	7%
Cc1ccc(C(=O)CSc2nnc(-c3ccco3)n2CC2CCCO2)cc1 (stereo not given)	0%	7%	-20%	-3%	19%	-4	-1.2	14%	-9%
COc1cc(NC(=O)COc2cc(O)c3c(c2)OC(C)(C)CC3=O)cc(OC)c1OC	1%	-16%	2%	-21%	-1%	1	-0.9	?	2%
Cc1ccc(C(=O)c2c(C)oc3c2C(=O)C(=O)c2ccccc2-3)cc1	-15%	15%	?	-84%[inhibitor]	6%	-13	-0.6	-5%	-35%
CSC1=C(C#N)C(=O)NC(c2ccccc2O)S1 (stereo not given)	-11%	-4%	2.1µM*	-7%	2%	-15	-0.2	-4%	-35%

The list continues.
SMILES	EPAC1 antag	EPAC1 ag	PLK1 PBD block	Abeta yeast res	aSyn rescue	PI5P4K alpha inh	IL-2 act	FUS yeast rescue	WRN inhibitor
COc1ccc(NS(=O)(=O)c2cc([N+](=O)[O-])ccc2N/N=C/c2c(C)[nH]c3ccccc23)cc1	4%	2%	24%	-28%	-2%	-8	-0.2	10%	-8%
Cc1ccc(NC(=O)CCC(=O)NNC(=O)Cc2ccccc2)cc1C	11%	1%	-6%	-13%	-1%	.	2.4	20%	2%
COc1ccc(-c2sc3ccccc3c2-c2ccc(OCCN(C)C)cc2)cc1	-10%	-2%	-6%	-67%[inhibitor]	-41%[inhibitor]	17	-0.3	44%	-3%
COc1cccc(NC(=O)CCC2CCN(C(=O)C3CC=CCC3)CC2)c1 (stereo not given)	23%	-2%	-12%	-7%	1%	14	-2.8	11%	-12%
O=[N+]([O-])c1ccc(O)c(-c2nc(-c3ccccc3)c(-c3cccs3)[nH]2)c1	-11%	12%	-6%	-5%	-5%	.	-1.5	22%	-13%
Nc1cc(Cl)ccc1C(=O)OCC(=O)NCC1CCCO1 (stereo not given)	4%	-7%	-6%	-10%	3%	-2	1.2	6%	9%
COc1ccc(N(CC(=O)NCCc2ccc(Cl)cc2)S(=O)(=O)c2c(C)[nH]c(=O)[nH]c2=O)cc1	-9%	-5%	-8%	5%	4%	2	-1.9	16%	2%
COc1ccc(CC(=O)OCC(=O)N2CCN(S(=O)(=O)c3ccc(C)cc3C)CC2)cc1OC	-30%	5%	-15%	-16%	-1%	3	-0.3	30%	-28%
CCOC(=O)C1=C(C)OC(N)=C(C#N)C1c1ccoc1 (stereo not given)	0%	5%	-11%	8%	-4%	3	-1.4	21%	-7%
O=C(O)c1cc(C(F)(F)F)nc2ccccc12	-17%	-1%	-2%	-8%	2%	-2	0.7	-25%	-1%
CC(C)(C)NC(=O)C(c1ccco1)N(C(=O)Cn1nnc(-c2ccc(F)cc2)n1)c1ccccc1F (stereo not given)	-13%	14%	-7%	-37%[inhibitor]	11%	.	-1.5	6%	-4%
O=C(O)C1CN(c2ncccc2[N+](=O)[O-])C1	10%	8%	13µM*	-18%	-5%	?	1.1	14%	3%
N#C/C(=C(/O)COC(=O)COc1ccc(Cl)cc1)c1nc2ccccc2[nH]1	19%	1%	14%	-8%	0%	-17	-0.5	-7%	-9%
COc1cc(/C=C(\C#N)C(=O)NCC2CCCO2)ccc1OCCC(C)C (stereo not given)	-5%	1%	-17%	1%	-3%	8	-0.7	36%	1%
COc1ccc(C2(CNC(=O)c3ccc(OC)c([N+](=O)[O-])c3)CCCCC2)cc1OC	-15%	10%	-1%	-7%	16%	-2	-0.5	.	-9%
O=C(CSc1ccc([N+](=O)[O-])cn1)Nc1ccc2c(c1)OCO2	9%	3%	-18%	9%	2%	-29	-0.3	-2%	1%
Cc1ccc(C(=O)N/N=C/c2c(O)ccc3ccccc23)cn1	-11%	-12%	40%[activator]	-21%	1%	0	1.5	-10%	-1%[11.6 µM]
NC(=O)C1=C[C@@H](c2ccc3c(c2)OCO3)C[C@@H](OCCCCO)O1	3%	7%	-8%	-5%	2%	-1	5.1	-14%	-7%
COCCNc1nnc(SCC(=O)N2CCN(S(=O)(=O)c3ccccc3)CC2)s1	2%	-1%	-7%	-14%	-10%	.	-3.3	22%	9%
CC(C)CN1CCC(=O)N(CCN=[N+]=[N-])CC1	-9%	-28%	-3%	-11%	0%	4	0.9	-38%	4%
Cc1nn(C)c(Cl)c1S(=O)(=O)N1CCC(CO)(CCc2ccccc2)CC1	-8%	3%	-3%	?	1%	0	-3.3	13%	-1%
COCC(=O)N1CCCC(C(=O)c2ccc(-c3ccccc3)c(F)c2)C1 (stereo not given)	-6%	0%	-1%	-23%	-19%	-2	-4.7	15%	0%
O=C(CSc1nnc2ccc3ccccc3n12)N1CCOCC1	5%	-3%	-1%	-4%	6%	2	-2.4	.	2%
CC(=O)Nc1ccc(S(=O)(=O)N2CCN(c3cc(C)nc4ncnn34)CC2)cc1	8%	5%	-3%	-3%	2%	6	-0.3	-4%	-4%
O=C(Nc1ccccc1F)N(CCCN1CCOCC1)Cc1cc2cc3c(cc2[nH]c1=O)OCCO3	16%	-2%	-1%	-24%	-21%	10	0.1	31%	-10%

(next part)
SMILES	EPAC1 antag	EPAC1 ag	PLK1 PBD block	Abeta yeast res	aSyn rescue	PI5P4K alpha inh	IL-2 act	FUS yeast rescue	WRN inhibitor
COc1cccc(CNc2nc3nc(C)cc(C)n3n2)c1	6%	0%	-5%	3%	-7%	0	-3.3	7%	2%
CCc1c(O)nc(SCC(=O)Nc2c(C)cccc2C)n(-c2ccc(F)cc2)c1=O	3%	-5%	?	-4%	-2%	-5	-2.6	-12%	10%
Nc1sc2c([n+]1CCCS(=O)(=O)[O-])CCCC2	-9%	-6%	-10%	-5%	-4%	-3	-0.4	-36%	-3%
CC(OC(=O)CN1C(=O)NC2(CCCC2)C1=O)C(=O)Nc1cccc(Cl)c1 (stereo not given)	-9%	14%	-3%	7%	2%	2	0.7	9%	-18%
CC(=O)Nc1cc(-c2ccc(F)cc2)cn2c(-c3ccc(F)c(Cl)c3)cnc12	-10%	-11%	-10%	4%	-15%	-1	-0.7	21%	-9%
O=C(NC(=S)Nc1cccc2ncccc12)c1ccccc1	-26%	-13%	-28%	-1%	-1%	-15	-2.1	7%	-13%
CCCN1CCN(S(=O)(=O)c2cc3c(cc2C)NC(=O)CO3)CC1	3%	2%	-2%	-5%	-9%	-2	-0.2	-31%	-2%

Random excerpt: 2 records from the list, in no set order.
SMILES	EPAC1 antag	EPAC1 ag	PLK1 PBD block	Abeta yeast res	aSyn rescue	PI5P4K alpha inh	IL-2 act	FUS yeast rescue	WRN inhibitor
O=C(NC(=S)Nc1cccc2ncccc12)c1ccccc1	-26%	-13%	-28%	-1%	-1%	-15	-2.1	7%	-13%
COc1cccc(CNc2nc3nc(C)cc(C)n3n2)c1	6%	0%	-5%	3%	-7%	0	-3.3	7%	2%
